KOR beta-arrestin-1: kappa opioid receptor blockers – cell-based, luminescence, uHTS (AID 1778) | KOR beta-arrestin recruitment, luminescence, antagonist mode; higher % means a stronger effect | hit rate 0.091% among 290,000 | inhibition, % at 10 µM; hits with a dose series show IC50 in µM; in the data active means inhibition above about 50%; further: strong numbers were not always called active
HIV fusion peptide: cell-free HIV fusion peptide-binding blockers – biochemical, uHTS, fluorescence dequenching, primary screen (AID 1986) | cell-free peptide binding, fluorescence dequenching, 30 min; higher % means a stronger effect | inhibition, % at 20 µM; hits with a dose series show IC50 in µM | hit rate 0.3% among 290,000; in the data active means inhibition mostly above about 52%, no sharp cut-off; inactive means mostly below about 76%; further: some results filed as inactive read as strong as hits
AID2073: inhibitors of Mint1-CaV2.2 protein interaction, biochemical, HTRF (AID 2073) | HTRF protein-protein interaction, Mint1-CaV2.2; higher % means a stronger effect | one-dose inhibition, % at 20 µM; IC50 in µM for titrated hits | hit rate 0.19% among 290,000; in the data active means inhibition mostly above about 51%, no sharp cut-off; inconclusive means no clear call, values can overlap the other calls; inactive means mostly below about 53%; further: some results filed as inactive read as strong as hits
GPR55 activation: selective activators of receptor GPR55 – imaging, U2OS cells, beta-arrestin-GFP redistribution, primary screen (AID 1961); U2OS GPR55 beta-arrestin-GFP redistribution imaging; higher % means a stronger effect; activation, % at 10 µM; hits with a dose series show EC50 in µM; hit rate 0.048% among 290,000;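 active means activation above 40% with more than 50 cells counted in the well; inconclusive means wells holding fewer than 50 cells, flagged as toxic or sparse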;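 further: U2OS osteosarcoma cells stably expressing GPR55 and beta-arrestin-GFP; plate controls were DMSO negative control for no effect and LPI positive control for full effect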
GPR35 arrestin U2OS: GPR35 antagonists blocking zaprinast-driven arrestin recruitment, primary screen, imaging, U2OS, beta-arrestin-GFP, zaprinast agonist (AID 2058) | U2OS GPR35 beta-arrestin-GFP translocation imaging, zaprinast antagonism; higher % means a stronger effect | inhibition, % at 10 µM; hits with a dose series show IC50 in µM | hit rate 0.052% among 290,000;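 active means inhibition of at least 50% with at least 30 cells and total cytoplasm GFP at most 10,000,000; inconclusive means under 30 cells or total GFP of 10,000,000 plus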
NOD1 inhibition: NOD1 signaling inhibitors, primary screen, cell-based, luminescence, uHTS (AID 1578); hit rate 1% among 290,000; NOD1-driven NF-kB luciferase reporter cells, luminescence; higher % means a stronger effect; one-dose inhibition, % at 4 µM; EC50 in µM for titrated hits; in the data active means inhibition mostly above about 36%, no sharp cut-off; inactive means mostly below about 34%;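 further: HEK-293T reporter cells stimulated with the NOD1 agonist gamma-tri-DAP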
SIAH1 antagonists: blockers of Siah-1 interaction with plectin peptide – biochemical, fluorescence polarization, rhodamine-plectin, uHTS, primary screen (AID 1817) | displacement, % at 20 µM; hits with a dose series show IC50 in µM | hit rate 0.02% among 290,000 | Siah-1 / rhodamine-plectin peptide fluorescence polarization; higher % means a stronger effect;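 active means displacement of at least 50% at 20 µM, with a fluorescence ratio check between 0.3 and a set limit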;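 further: plate controls were Siah plus tracer with DMSO for no effect and tracer alone without Siah for full effect; strong numbers were not always called active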
GPR55 antagonists: inhibition of LPI-stimulated GPR55 beta-arrestin translocation – imaging, U2OS, beta-arrestin-GFP, LPI agonist, primary screen (AID 2013). U2OS GPR55 beta-arrestin-GFP translocation imaging, LPI antagonism; higher % means a stronger effect. inhibition, % at 10 µM, or IC50 in µM where a hit was titrated. hit rate 0.13% among 290,000;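 active means spots per cell inhibited over 60%, with over 100 cells counted and total cytoplasm intensity under 500,000; inconclusive means wells with under 100 cells, flagged as likely toxic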;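 further: U2OS cells stably carrying GPR55 and arrestin-GFP stimulated by 5 µM LPI near EC80; imaged beta-arrestin-GFP aggregate spots per cell after agonist stimulation; plate controls were LPI-stimulated DMSO wells for no effect and DMSO wells without LPI for full effect; some results filed as inactive read as strong as hits; confirmed hits need IC50 under 10 µM and bright autofluorescent wells are also inconclusive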
KOR beta-arrestin-2: KOR agonists, beta-arrestin recruitment, primary screen, cell-based, luminescence, uHTS (AID 1777). activation, % at 10 µM, or EC50 in µM where a hit was titrated. hit rate 0.02% among 280,000. KOR beta-arrestin recruitment, luminescence; higher % means a stronger effect; in the data active means activation above about 50%, passing the limit was not always enough; further: a part of the inactive calls stands beside numbers as strong as those of hits
* hit, by the source's call; ? = inconclusive; nt = not tested or not shown; [ ] = another dose, or the depositor's remark. An excerpt; rates above refer to the full screens.

SMILES	KOR beta-arrestin-1	HIV fusion peptide	AID2073	GPR55 activation	GPR35 arrestin U2OS	NOD1 inhibition	SIAH1 antagonists	GPR55 antagonists	KOR beta-arrestin-2
Cc1cc(NC(=O)CSc2nnc(-c3ccoc3C)o2)no1	6.4%	0.7%	-7.4%	0.3%	-7.2%	-16.5%	-1.0%	-0.2%	1.7%
COc1ccc(C)cc1NC(=O)c1sc2ncn(CC(=O)N3CCCCC3)c(=O)c2c1C	-15.4%	1.8%	6.3%	0.1%	-3.2%	-25.7%	7.8%	0.8%	-1.8%
CN1CCN(C(=O)c2cc(-c3ccccc3)on2)CC1	8.8%	-0.5%	-5.3%	-0.1%	-17.0%	-28.3%	-2.0%	5.7%	0.7%
CCOc1cc(-c2c(C#N)c(N)nc3c2CCc2ccccc2-3)ccc1O	-20.8%	-0.7%	15.4%	0.6%	-12.0%	0.4%	2.0%	5.5%	1.9%
CCOC(=O)c1sc2nc(CN3CCCCC3)nc(Cl)c2c1C	-4.4%	1.3%	2.9%	-0.4%	-13.8%	-54.7%	0.0%	1.4%	0.6%
Cc1nnc(SCC(=O)N/N=C/c2ccc(-c3ccc(C)c(Cl)c3)o2)s1	18.8%	6.6%	-1.7%	-0.1%	-7.1%	5.7%	1.6%	5.7%	0.3%
COc1cccc(C(=O)C2CCCN(C(=O)c3ccccn3)C2)c1 (configuration not stated)	-41.4%	-0.3%	6.0%	-0.2%	4.0%	-5.7%	-3.0%	10.7%	1.2%
CN(C)c1ccc(Nc2c3c4c(cccc4n(C)c2=O)C(=O)c2ccccc2-3)cc1	-10.4%	149.7%	10.3%	-0.4%	0.4%	64.2%	1.4%	2.7%	-1.9%
CCN(CC(=O)NCc1ccc(Cl)cc1)C(=O)/C=C/c1cc(OC)c(OC)c(OC)c1	-0.3%	0.3%	14.4%	-0.3%	-0.4%	-26.8%	7.5%	-17.5%	-3.2%
COc1ccccc1N(CC(=O)N/N=C(\C)c1cccc(Br)c1)S(C)(=O)=O	40.8%	-0.8%	0.3%	0.3%	11.2%	-6.8%	9.1%	12.4%	2.0%
COc1ccc(C2=NN(C(=O)c3cccs3)C(c3ccccc3OC)C2)cc1OC (configuration not stated)	3.2%	-1.3%	35.8%	0.2%	4.8%	-12.2%	2.2%	0.1%	-5.2%
COc1cc(NC(=O)CSCc2ccc(Cl)cc2Cl)c(C(=O)O)cc1OC	-21.4%	3.9%	-1.1%	-0.1%	-1.2%	14.3%	-0.8%	13.8%	-1.5%
N#CCNC(=O)c1cccn1-c1ncc(C(F)(F)F)cc1Cl	15.6%	-0.5%	7.8%	0.8%	4.8%	-17.2%	3.9%	3.5%	-1.1%
Cc1sc2ncnc(Nc3ccc(O)cc3)c2c1C	1.9%	-1.4%	-14.9%	-0.1%	-2.0%	-1.0%	-1.9%	5.7%	-1.9%
CN(C1CCCCC1)S(=O)(=O)c1ccc(-c2ccccn2)s1	-7.5%	-0.1%	-9.7%	0.6%	-3.6%	-2.2%	3.2%	-4.8%	-2.6%
CCOc1ccc2nc(NC(=O)C(NS(=O)(=O)c3cccc4nsnc34)C(C)C)sc2c1 (configuration not stated)	13.9%	3.7%	-1.8%	-0.2%	-3.0%	-29.9%	-0.8%	10.2%	-4.3%
CCOC(=O)c1sc2ncn(/N=C/c3ccc(O)cc3)c(=O)c2c1C	-18.5%	2.2%	18.7%	-0.1%	-24.6%	-55.8%	4.9%	18.6%	-0.6%
S=c1[nH]nc(-c2ccc(Cl)cc2Cl)n1Cc1ccccc1	0.1%	-2.9%	-15.4%	-0.1%	0.1%	2.1%	1.9%	12.0%	-3.8%
O=S(=O)(Nc1ccc2c(c1)OCCO2)c1ccc(Br)s1	-21.1%	2.2%	8.2%	-0.1%	-0.3%	27.0%	-1.3%	10.4%	-1.6%
CCCOc1ccc(C2c3c(oc4cc(C)c(C)cc4c3=O)C(=O)N2CCCN2CCOCC2)cc1 (configuration not stated)	28.1%	-5.0%	2.1%	0.2%	-12.5%	18.5%	-0.5%	30.3%	1.8%
CCCCn1c(SCC(=O)N2CC(C)CC(C)C2)nc2cc(S(N)(=O)=O)ccc21 (configuration not stated)	-43.7%	3.5%	-0.3%	0.2%	1.5%	6.5%	-0.6%	-4.6%	-3.3%
O=C(CCc1ccccc1)NCCSCc1c(F)cccc1Cl	-10.7%	-1.6%	2.5%	-0.3%	-3.5%	25.6%	-3.9%	-9.2%	2.2%
Cc1cc(Nc2nc3ccccc3[nH]c2=O)n(-c2ccccc2)n1	7.7%	-0.2%	3.4%	-0.2%	4.8%	15.7%	-6.2%	18.3%	-6.1%
CCOc1cccc(-c2nnc3sc(COc4ccc(OC)cc4)nn23)c1	-13.0%	-2.5%	-14.7%	-0.1%	20.3%	-19.2%	0.4%	-1.9%	1.4%
O=C(CN1CCOCC1)Nc1ccccc1-c1ccccc1	-40.0%	0.9%	?	-0.2%	3.1%	3.8%	0.9%	-8.6%	-2.6%

3 neighbouring compounds already listed, for reference:
SMILES	KOR beta-arrestin-1	HIV fusion peptide	AID2073	GPR55 activation	GPR35 arrestin U2OS	NOD1 inhibition	SIAH1 antagonists	GPR55 antagonists	KOR beta-arrestin-2
Cc1cc(NC(=O)CSc2nnc(-c3ccoc3C)o2)no1	6.4%	0.7%	-7.4%	0.3%	-7.2%	-16.5%	-1.0%	-0.2%	1.7%
COc1ccc(C)cc1NC(=O)c1sc2ncn(CC(=O)N3CCCCC3)c(=O)c2c1C	-15.4%	1.8%	6.3%	0.1%	-3.2%	-25.7%	7.8%	0.8%	-1.8%
CN1CCN(C(=O)c2cc(-c3ccccc3)on2)CC1	8.8%	-0.5%	-5.3%	-0.1%	-17.0%	-28.3%	-2.0%	5.7%	0.7%

The results go on.
SMILES	KOR beta-arrestin-1	HIV fusion peptide	AID2073	GPR55 activation	GPR35 arrestin U2OS	NOD1 inhibition	SIAH1 antagonists	GPR55 antagonists	KOR beta-arrestin-2
Cc1c(/C=N/NC(=O)c2cccnc2)cc(C#N)n1C	-21.6%	0.5%	-3.0%	-0.2%	-7.9%	-39.6%	-1.2%	-5.8%	1.1%
COc1ccccc1C(=O)NC(=S)Nc1ccccc1N1CCCC1	18.3%	-1.9%	7.6%	-0.2%	-21.4%	-15.8%	0.1%	-1.5%	0.1%
N#CC12COC3(CCCCC3C1(C#N)C#N)OC2=N (configuration not stated)	23.7%	17.3%	-5.4%	-0.1%	14.3%	0.4%	14.5%	-2.3%	3.0%
COc1cccc(N2CCN(C(=O)c3cccc(N4C(=O)NC5CC4(C)Oc4c(OC)cccc45)c3)CC2)c1 (configuration not stated)	-9.3%	-1.9%	2.1%	0.0%	-16.2%	-10.1%	-1.2%	5.6%	-0.3%
Cc1ccccc1OCCn1c(=O)sc2ccccc21	-18.3%	-1.1%	-4.9%	-0.2%	-2.1%	-18.6%	7.6%	12.8%	-2.8%
COc1cccc(-c2nnn(CC(C)=O)n2)c1	-44.9%	-0.4%	1.5%	0.2%	-5.1%	-45.6%	-1.1%	6.1%	5.4%
COc1ccc(CCNC(=O)CN2C(=O)CCSc3ccccc32)c(OC)c1	11.3%	0.1%	6.8%	0.3%	3.7%	-9.7%	4.3%	8.5%	-2.2%
CC1(C)CNC(=O)C=C(c2ccccc2)C1	-36.8%	-0.5%	4.1%	-0.1%	-7.0%	-31.1%	1.4%	0.2%	3.6%
CC(=O)c1c(C)[nH]c(C(=O)OCC(=O)N2c3ccccc3NC(=O)C2(C)C)c1C	-1.9%	-2.0%	-4.0%	-0.3%	1.4%	-19.1%	2.5%	12.5%	10.1%
Cc1ccc(CSc2ccc3nnc(-c4cccnc4)n3n2)cc1	0.2%	-2.0%	9.9%	-0.1%	-7.8%	-22.2%	14.3%	-2.4%	-1.3%
COc1cccc(C(=O)NC(C)c2ccc(Br)cc2)c1 (configuration not stated)	-32.3%	1.0%	-0.3%	1.8%	12.0%	-36.9%	2.6%	2.0%	-1.4%
Cc1c(Cc2ccccc2)sc(/N=C/c2ccc3ccccc3c2)c1C(N)=O	-19.9%	12.8%	4.7%	0.1%	-4.2%	-17.8%	5.9%	-3.0%	-5.5%
Cc1ccc(C(=O)N/N=C/c2ccc(N3CCOCC3)cc2)c(C)c1	-18.7%	0.7%	13.2%	-0.8%	-4.8%	-23.9%	11.4%	-17.1%	0.5%
CN1CCN(c2ccc(C(CC(N)=O)NC(=O)c3ccccc3)cc2[N+](=O)[O-])CC1 (configuration not stated)	-18.1%[20 µM]	0.6%	4.5%	-0.2%	-3.8%	nt	-1.0%	-3.2%	8.5%
O=c1[nH]c(SCc2cccc(Cl)c2)nc2ccccc12	-18.3%	-0.5%	31.6%	1.8%	-11.1%	-19.7%	5.5%	9.5%	-3.9%
Cc1onc(-c2ccccc2Cl)c1C(=O)N(Cc1ccccc1)C(C)C	-17.1%	1.5%	1.0%	1.2%	-2.4%	-8.9%	-4.0%	4.1%	-1.1%
O=C(Nc1cccc2ccccc12)C12CC3CC(C1)CC(n1cnc([N+](=O)[O-])n1)(C3)C2	-7.9%	-1.3%	8.3%	-0.1%	-13.6%	-8.3%	0.8%	-5.5%	-1.2%
COc1ccc(CNC(=O)[C@@H]2CCCN2C(=O)[C@@H]2Cc3ccccc3CN2C(=O)OC(C)(C)C)cc1	29.1%	-1.1%	-3.5%	-0.2%	-0.7%	-23.3%	-5.8%	6.1%	-5.5%
COc1ccc(C(C#N)c2nc3ccccc3nc2Cl)cc1 (configuration not stated)	-24.2%	-0.7%	14.6%	-0.1%	-12.3%	-7.7%	1.4%	-8.5%	3.2%
COc1ccc(Cc2nc3ccccc3[nH]c2=O)cc1	-11.5%	-2.8%	13.7%	-0.1%	7.7%	-17.8%	3.4%	-4.2%	-2.6%
O=C1N(Cc2ccccc2)c2ccc(Cl)cc2C12OCCO2	-51.3%[20 µM]	-0.1%	6.4%	-0.4%	5.4%	-6.9%	-1.2%	2.1%	2.4%

Entries listed so far that have a nitro group on carbon (2):
SMILES	KOR beta-arrestin-1	HIV fusion peptide	AID2073	GPR55 activation	GPR35 arrestin U2OS	NOD1 inhibition	SIAH1 antagonists	GPR55 antagonists	KOR beta-arrestin-2
CN1CCN(c2ccc(C(CC(N)=O)NC(=O)c3ccccc3)cc2[N+](=O)[O-])CC1 (configuration not stated)	-18.1%[20 µM]	0.6%	4.5%	-0.2%	-3.8%	nt	-1.0%	-3.2%	8.5%
O=C(Nc1cccc2ccccc12)C12CC3CC(C1)CC(n1cnc([N+](=O)[O-])n1)(C3)C2	-7.9%	-1.3%	8.3%	-0.1%	-13.6%	-8.3%	0.8%	-5.5%	-1.2%

Assay outcomes: PubChem, Sanford-Burnham Center for Chemical Genomics
